MazEF act – activators of E. coli MazEF toxin-antitoxin RNase, primary screen, biochemical, fluorescence, uHTS. Endoribonuclease toxin MazF (Escherichia coli (strain K12)), P0AE70. FAM/BHQ RNA-DNA oligo cleavage fluorescence, 5 h. activation, % at 20 µM. actives 0.32% (n = 350,000). AID 504720, 2011; in the data active = activation above about 50%
Target sequence (P0AE70 whole entry, looked up): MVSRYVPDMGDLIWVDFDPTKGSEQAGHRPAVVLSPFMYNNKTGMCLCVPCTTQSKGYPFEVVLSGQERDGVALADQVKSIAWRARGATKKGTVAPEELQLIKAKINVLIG
Rv3671c inh – Rv3671c serine protease inhibitors, primary screen, biochemical, fluorescence polarization, M. tuberculosis H37Rv; inhibition, % at 5.96 µM; actives 0.048% (n = 320,000); P9WHR9; in the data active = inhibition above about 38%;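 note: extracellular domain of Rv3671c used as enzyme; 0% = enzyme with DMSO and 100% = no enzyme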
Target sequence (P9WHR9 whole entry, looked up, the tested form may be a part): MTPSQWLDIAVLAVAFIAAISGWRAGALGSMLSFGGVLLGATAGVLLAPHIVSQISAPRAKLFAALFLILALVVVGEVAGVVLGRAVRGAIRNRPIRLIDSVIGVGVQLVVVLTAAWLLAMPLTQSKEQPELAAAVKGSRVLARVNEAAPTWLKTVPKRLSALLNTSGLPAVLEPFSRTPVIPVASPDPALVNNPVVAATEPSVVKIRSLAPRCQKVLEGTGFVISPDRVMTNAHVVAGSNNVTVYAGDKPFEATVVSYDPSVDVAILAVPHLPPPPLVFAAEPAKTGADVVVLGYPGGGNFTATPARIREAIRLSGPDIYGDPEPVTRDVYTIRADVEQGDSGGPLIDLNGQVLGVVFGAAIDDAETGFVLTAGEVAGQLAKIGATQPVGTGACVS
Mtb UGM inh – M. tuberculosis UGM enzyme inhibitors, primary screen, biochemical, fluorescence polarization, single point. actives 0.06% (n = 320,000). inhibition, % at 10 µM. purified UGM, fluorescence polarization probe displacement; in the data active = inhibition above about 10%, passing the limit was not always enough; inconclusive = no clear call, values can overlap the other calls
BoNT-F LC inh – BoNT/F light chain protease inhibitors, primary screen, biochemical, flow cytometry, MLPCN library; Multiplex microsphere protease cleavage assay; inhibition, % at 10 µM; actives 0.22% (n = 360,000); in the data active = inhibition above about 35%, passing the limit was not always enough; inconclusive = no clear call, values can overlap the other calls; note: plate controls were buffer without enzyme for full effect and enzyme alone for no effect
GDH-TPI counter – GDH-TPI coupling enzyme inhibitors, primary screen, artefact control for M. tuberculosis FBA inhibitor project, biochemical, absorbance, full deck; GDH-TPI coupled enzyme counterscreen, NADH absorbance; inhibition, % at 4.8 µM; actives 1.2% (n = 360,000); AID 588335, 2011;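 note: 0% = DMSO wells and 100% = wells lacking the enzyme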
Mtb BioA inh – M. tuberculosis BioA enzyme inhibitors, primary screen, biochemical, plate reader, single point, HTS; 7,8-diaminopelargonic acid synthase BioA (Mycobacterium tuberculosis); actives 0.096% (n = 360,000); inhibition, % at 9.99 µM; AID 602481, 2012; purified M. tuberculosis BioA enzyme; in the data active = inhibition above about 40%; inconclusive = no clear call, values can overlap the other calls
DUSP3 inh – VHR1 phosphatase inhibitors, primary screen, biochemical, absorbance, uHTS; Dual specificity protein phosphatase 3 (Homo sapiens), P51452; recombinant VHR phosphatase, pNPP absorbance; inhibition, % at 13.3 µM; actives 0.52% (n = 290,000); AID 1654, 2009; in the data active = inhibition above about 50%; note: some compounds called inactive have numbers as strong as hits
Target sequence (P51452 whole entry, looked up): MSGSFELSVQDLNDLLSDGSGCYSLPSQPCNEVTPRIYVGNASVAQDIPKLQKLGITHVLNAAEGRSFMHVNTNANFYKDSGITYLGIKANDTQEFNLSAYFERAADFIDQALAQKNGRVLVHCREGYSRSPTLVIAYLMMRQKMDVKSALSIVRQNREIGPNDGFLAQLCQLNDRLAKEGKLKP
FBA Mtb inh – Mtb FBA enzyme inhibitors, primary screen, biochemical, fluorescence, strain H37Rv | inhibition, % at 1 µM | actives 2.3% (n = 360,000) | AID 588726, 2011 | purified M. tuberculosis FBA, fluorescence read-out | Fructose-bisphosphate aldolase (Mycobacterium tuberculosis (strain ATCC 25618 / H37Rv)), …; in the data active = inhibition above about 27%;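 note: 0% = vehicle and 100% = reference inhibitor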
Target sequence (P9WQA3 whole entry, looked up): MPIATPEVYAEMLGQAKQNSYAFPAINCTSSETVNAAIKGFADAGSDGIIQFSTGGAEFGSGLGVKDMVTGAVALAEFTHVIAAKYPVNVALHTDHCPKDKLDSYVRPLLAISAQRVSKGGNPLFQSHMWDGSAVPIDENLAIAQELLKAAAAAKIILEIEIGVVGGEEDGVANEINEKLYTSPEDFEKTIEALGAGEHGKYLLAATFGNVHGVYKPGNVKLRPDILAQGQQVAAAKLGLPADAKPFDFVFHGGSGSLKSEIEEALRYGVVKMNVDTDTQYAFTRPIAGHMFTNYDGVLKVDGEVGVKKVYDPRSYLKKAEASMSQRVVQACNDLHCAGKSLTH
FadD28 binding – inhibitors of FadD28 bisubstrate probe binding, primary screen, biochemical, fluorescence polarization, single point | inhibition, % at 12.5 µM | actives 0.22% (n = 360,000) | Mycobacterium tuberculosis FadD28 fatty-acid-AMP ligase; in the data active = inhibition above about 8.5%, passing the limit was not always enough; inconclusive = no clear call, values can overlap the other calls
CCHF vOTU inh – CCHFV vOTU protease inhibitors, primary screen, biochemical, Pep-AMC substrate, fluorescence. inhibition, % at 11.5 µM. Crimean-Congo hemorrhagic fever virus L polyprotein viral ovarian tumor (vOTU) protease …. actives 0.55% (n = 370,000); note: 0% = vehicle wells with enzyme and 100% = no enzyme wells
An asterisk follows results filed as active; ? = inconclusive; / = no result given. Cut-off read from the data, not from the text of the source, unless noted: active = inhibition above about 30%; inactive = the rest.

item | structure | DUSP3 inh | MazEF act | FBA Mtb inh | GDH-TPI counter | BoNT-F LC inh | Rv3671c inh | CCHF vOTU inh | Mtb UGM inh | Mtb BioA inh | FadD28 binding
1 | ClCC1CSC(=NC23CC4CC(CC(C4)C2)C3)O1 (stereo not drawn) | -14 | -28 | 0 | 0 | -3 | -4 | -9 | -1.3 | / | -0.8
2 | Cc1c(NC(C)C)c(=O)n(-c2ccccc2)n1C | / | 0 | -2 | 3 | -14 | 1 | 3 | -2.4 | 0.2 | -3.0
3 | CC(C)C(=O)Nc1nnc(CCN2CCCCC2)s1 | 15 | 15 | 2 | -2 | / | -9 | -1 | -0.1 | 0.9 | 0.7
4 | Cc1nc(-c2ccccc2)sc1C(=O)CSc1ccc(F)cc1 | -9 | -6 | 1 | 29 | 4 | -7 | 4 | -0.2 | -1.2 | -5.0
5 | COCCNc1c2c(nc3ccccc13)CCC2 | -23 | 4 | -1 | 21 | -8 | 5 | -5 | -1.2 | 2.0 | -3.1
6 | O=C1NC(=O)/C(=C\c2ccccc2OCc2ccccc2)S1 | -3 | -11 | -1 | 21 | 2 | -12 | 20 | -1.7 | -1.3 | -8.7
7 | CSCC[C@@H](CO)NC(=O)c1ccc2nc(C3CCCCC3)oc2c1 | 5 | 8 | 4 | 14 | -14 | -3 | -1 | -0.5 | -3.5 | 1.8
8 | O=C(CN1CCN(C(=O)N2CCOCC2)CC1)Nc1cc(Cl)ccc1Cl | 12 | 4 | 1 | 0 | -22 | -2 | 13 | 1.5 | -1.0 | -0.1
9 | CCn1c(=O)c2sccc2n2c(CCCC(=O)NCc3cccnc3)nnc12 | 33 | 5 | 2 | -10 | 2 | 9 | 3 | -0.5 | 2.2 | 2.2
10 | Fc1ccc(-c2cnc(-c3cccs3)o2)cc1 | 40 | 1 | 61* | 12 | -7 | -1 | -32 | -0.1 | 0.8 | 1.4
11 | Cc1cccc(N=C/C(C(=O)C(F)(F)F)=C(\O)c2ccco2)c1 | 9 | 4 | 1 | 11 | -1 | 0 | 6 | -0.1 | 0.9 | -1.2
12 | O=C(Cn1c2ccc(F)cc2c2nc3n(c(=O)c21)CCS3)NCC1CCCO1 (stereo not drawn) | 41 | 2 | 30* | 9 | 7 | -19 | -18 | 0.0 | -1.4 | -1.5
13 | CCCNC(=O)NS(=O)(=O)c1cnccc1Sc1ccc(Cl)cc1 | 38 | 6 | -5 | -5 | 2 | 4 | 3 | 3.3 | -0.5 | -0.9
14 | Cc1cc(C(=O)COC(=O)CCCN2C(=O)c3ccccc3C2=O)c(C)n1C | 0 | -15 | -2 | 3 | 0 | 2 | -10 | -0.8 | -0.9 | -1.9
15 | Cc1ccc(-n2c(SCC(N)=O)nc3c(c2=O)C2(CCCC2)Cc2ccccc2-3)cc1 | 38 | 2 | 19 | 16 | -12 | -9 | -5 | / | -0.4 | -2.3

Next part (six carried over from the part before).
item | structure | DUSP3 inh | MazEF act | FBA Mtb inh | GDH-TPI counter | BoNT-F LC inh | Rv3671c inh | CCHF vOTU inh | Mtb UGM inh | Mtb BioA inh | FadD28 binding
10 | Fc1ccc(-c2cnc(-c3cccs3)o2)cc1 | 40 | 1 | 61* | 12 | -7 | -1 | -32 | -0.1 | 0.8 | 1.4
11 | Cc1cccc(N=C/C(C(=O)C(F)(F)F)=C(\O)c2ccco2)c1 | 9 | 4 | 1 | 11 | -1 | 0 | 6 | -0.1 | 0.9 | -1.2
12 | O=C(Cn1c2ccc(F)cc2c2nc3n(c(=O)c21)CCS3)NCC1CCCO1 (stereo not drawn) | 41 | 2 | 30* | 9 | 7 | -19 | -18 | 0.0 | -1.4 | -1.5
13 | CCCNC(=O)NS(=O)(=O)c1cnccc1Sc1ccc(Cl)cc1 | 38 | 6 | -5 | -5 | 2 | 4 | 3 | 3.3 | -0.5 | -0.9
14 | Cc1cc(C(=O)COC(=O)CCCN2C(=O)c3ccccc3C2=O)c(C)n1C | 0 | -15 | -2 | 3 | 0 | 2 | -10 | -0.8 | -0.9 | -1.9
15 | Cc1ccc(-n2c(SCC(N)=O)nc3c(c2=O)C2(CCCC2)Cc2ccccc2-3)cc1 | 38 | 2 | 19 | 16 | -12 | -9 | -5 | / | -0.4 | -2.3
16 | Cc1cc(NC(=O)c2cc3ccccc3o2)no1 | / | 5 | 3 | 18 | -4 | / | 14 | / | -1.4 | -1.1
17 | Cc1c(-n2cc(C(=O)O)c(=O)c3cc(F)c(N4CCCC4)c(F)c32)c(=O)n(-c2ccccc2)n1C | 49 | -3 | -1 | -1 | -9 | 0 | -9 | -1.1 | -1.2 | -1.7
18 | CC(Oc1ccccc1)c1nnc(N)s1 (stereo not drawn) | 6 | 3 | -1 | 3 | 1 | -8 | 1 | 0.6 | 0.1 | -2.5
19 | COc1ccc(CC(=O)NC(=S)Nc2cccc(C)c2)cc1 | / | -12 | -5 | -9 | ? | -2 | -16 | -0.3 | / | -3.2
20 | O=C(Nc1ccc(F)cc1)C(c1ccccc1)N1CCN(S(=O)(=O)c2c(F)cccc2F)CC1 (stereo not drawn) | 3 | 9 | -5 | 4 | -1 | -23 | 24 | -0.4 | -0.4 | -1.9
21 | CC(C)(C)NC(=O)CN1CCCN(C(=O)COc2ccc(Cl)c3ccccc23)CC1 | / | 1 | -1 | -4 | / | -7 | -4 | 2.1 | 1.0 | -3.7
22 | COc1ccc(-c2ccccc2[C@H]2[C@@H]3C=CC[C@@H](C)[C@@H]3C(=O)N2Cc2ccccc2)cc1 | / | 5 | 1 | -6 | -7 | / | 18 | / | -1.5 | -0.3
23 | COc1ccccc1-c1cc(C(=O)N2CCN(c3ccccc3)CC2)no1 | 16 | 3 | 5 | 7 | -34 | -3 | 8 | 2.3 | 0.3 | 0.7
24 | COc1ccc(N2CCN(C(C)=C3C(=O)c4ccccc4C3=O)CC2)cc1 | 30 | -9 | 3 | -1 | 6 | -5 | 6 | 1.6 | / | -0.1
25 | Oc1ccc(-c2csc(Nc3ncccn3)n2)cc1O | 37 | 0 | 3 | 8 | -24 | / | 5 | / | / | -1.5
26 | COc1ccc(OCC(=O)O/N=C(\N)Cc2cccs2)cc1 | 1 | -11 | -1 | 11 | -6 | 0 | 1 | -0.8 | / | 0.4
27 | COc1ccc(NC(=O)Cc2ccc(Cl)cc2)cc1NC(=O)c1ccco1 | 16 | -3 | 1 | 5 | 2 | -5 | 5 | -0.7 | -0.6 | -2.0
28 | O=C(CSc1nnc2c(n1)[nH]c1ccccc12)OCc1ccccc1 | 9 | -2 | 1 | 9 | 3 | 1 | 6 | -0.7 | 0.5 | -3.9
29 | CC(C)CC(=O)Nc1ccnc(-c2ccncc2)n1 | 15 | 7 | -2 | -1 | 2 | 2 | 2 | -0.4 | 0.7 | -4.4
30 | COc1ccc(Nc2nnc(Cc3ccc(Cl)cc3)c(=O)[nH]2)c(OC)c1 | -2 | 11 | 1 | 9 | -3 | -6 | -5 | -1.8 | 1.6 | -1.4
31 | CCCCNC(=S)NNC(=O)c1ccc(Br)o1 | -11 | 4 | -3 | 0 | -1 | -3 | 29 | -0.9 | / | -3.0
32 | CCOC(=O)C(=CNc1ccccc1C)C(=O)OCC | -33 | 0 | -1 | 22 | 1 | 0 | 13 | 0.3 | -0.4 | -0.6
33 | CCOC(=O)c1ccccc1NC(=O)C1COc2ccccc2O1 (stereo not drawn) | -6 | -1 | -1 | 7 | -20 | -11 | 11 | 0.8 | 0.0 | -0.2
34 | CC(C)CCN(C(=O)CCCSc1nc2ccccc2[nH]1)c1c(N)n(Cc2ccccc2)c(=O)[nH]c1=O | / | -32 | 5 | -4 | -4 | 1 | 1 | / | -0.9 | -1.6
35 | COc1ccc(CCNC(=O)CN2C(=O)COc3ccc(S(=O)(=O)N4CCCC4)cc32)cc1OC | 25 | 9 | -1 | 3 | -6 | -7 | 6 | 0.5 | 0.1 | -0.3
36 | O=C(NCc1ccccc1)NC1(C(=O)N2CCN(c3ccccc3)CC2)CCCCC1 | 18 | -3 | 5 | 6 | -40 | -2 | -2 | 3.1 | -0.6 | 0.0
37 | Cc1ccc(NC(=O)C2CC(=O)Nc3nc4ccccc4n32)c(C)c1 (stereo not drawn) | 26 | -29 | 4 | 21 | -2 | -9 | 4 | 1.5 | -1.1 | -1.6
38 | CCn1ncc([C@@H]2C[C@H]3CN(Cc4cccc(Cl)c4)C(=O)[C@]34CCCN24)c1C | 39 | -20 | 0 | -3 | -13 | 6 | 8 | -0.9 | / | -2.1
39 | COc1ccc(-c2cc(C(=O)NC3CCCC3)c3ccccc3n2)cc1 | -4 | 9 | 41* | 21 | ? | 2 | -69 | 1.6 | -1.6 | -0.3
40 | CC(C(=O)O)n1ncc2ccccc2c1=O (stereo not drawn) | 28 | 0 | -4 | 0 | 1 | 6 | 12 | -3.1 | -9.6 | -0.2
41 | COc1ccc(OCc2nnnn2-c2ccccc2)cc1 | 13 | 1 | 2 | -8 | 0 | -3 | -3 | 0.9 | / | -0.6
42 | CCOC(=O)c1c(C)oc2c1c(CN1CCN(C(=O)OCC)CC1)c(O)c1ccccc12 | -1 | 0 | -2 | 1 | -4 | -10 | -1 | / | / | 0.1
43 | COc1ccc2c3c1OC1[C@H](O)CCC4[C@@H](C2)N(C)CC[C@]314 (stereo partly drawn) | / | 4 | 5 | -5 | -8 | 6 | -2 | / | -0.2 | -2.1
44 | Cc1ccccc1NC(=O)C(=O)NCCc1c[nH]c2ccccc12 | 6 | -5 | 4 | 9 | -11 | 5 | -3 | 0.6 | 0.1 | 1.7
45 | C/C(=N/NC(=O)CNC(=O)Cc1ccc(Cl)cc1)c1ccco1 | -2 | 12 | 1 | -1 | -11 | -7 | -5 | 0.7 | -0.6 | -2.6
46 | O=C1CCCC2=C1C(c1ccccc1O)C1=C(CCCC1=O)O2 | 9 | 10 | 1 | 16 | 2 | -2 | -5 | 0.0 | 0.4 | 0.6
47 | Cc1ccc(S(=O)(=O)N2CCN(Cc3nc4sc(C)c(C)c4c(=O)[nH]3)CC2)cc1 | 4 | 88* | -1 | -11 | 7 | 5 | 2 | 0.2 | -1.4 | -3.9
48 | COC(=O)C1=C(C)N(C2CCCC2)C(=O)C1(NC(C)=O)C(F)(F)F (stereo not drawn) | 24 | 4 | 1 | 3 | -30 | 9 | 15 | -1.9 | -0.5 | -0.9
49 | Cc1ccc(S(=O)(=O)N2CCOCC2)s1 | 12 | 4 | 1 | -7 | -2 | 0 | 0 | 0.6 | -0.2 | -3.5
50 | COc1ccc(CN2C(=O)c3ccccc3C2C(=O)NCCc2ccccc2)c(OC)c1 (stereo not drawn) | 3 | 1 | -2 | 8 | 2 | 6 | 8 | 0.7 | -2.8 | -2.1
51 | Cc1ccc(NC(=O)C(OC(=O)c2cc(C)oc2C)c2ccccc2)cc1 (stereo not drawn) | 5 | 2 | -2 | 0 | -4 | -35 | 2 | -0.5 | 0.3 | -3.1
52 | CCCC(=O)c1cc(CP(=O)(OCC)OCC)oc1C | 16 | -2 | 1 | 5 | ? | -1 | -13 | 1.4 | 0.8 | -2.5
53 | CCN1CCN(C(=O)c2ccc(Cl)c(S(=O)(=O)N(C)c3ccccc3)c2)CC1 | / | -3 | -2 | 2 | -3 | 0 | 7 | 3.0 | 1.1 | 0.2
54 | O=C(Cn1c(NCCO)nc2ccccc21)c1ccco1 | -2 | 4 | 2 | 9 | -2 | 4 | -28 | -2.0 | -0.6 | 0.9
55 | Cc1ccccc1NC(=O)N1CCC(C(=O)c2ccc(F)cc2)CC1 | 8 | -13 | 1 | 0 | -5 | 1 | -1 | -1.9 | / | -2.5
